D3 ag: agonists of human D3 dopamine receptor. max activation, %. AID 652048. D3R DiscoveRx beta-arrestin cells, luminescence, 90 min. 0.58% of 410,000 active; in the data active = max activation above about 30%; also: 0% is about no effect; mostly tested at two doses, the higher about 12 µM
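Agonist mode: compounds and dopamine controls were applied to plated cells for 90 min at 37 degrees C after an overnight attachment at 1500 cells/well. Luminescent read-out followed 30 - 60 minutes at room temperature with DiscoveRx detection reagent.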
PTHR1 ag: agonists of human PTHR1 parathyroid hormone receptor | Q03431 | HEK293 GP2 PTHR1 cells, GloSensor cAMP luminescence, 1 h | Potency, µM (top dose mostly 115 µM), inactives show at the top dose activation, usual class: activators | 0.075% of 410,000 active | AID 743266; also: potency is read from the fitted curve at half-maximal effect; nearly all actives have a fitted effect of over 55% in size; some results filed as inactive show a strong effect at the top dose; inactives centre near -15; many of its hits are not listed in these tables
Target sequence (Q03431 whole entry, looked up): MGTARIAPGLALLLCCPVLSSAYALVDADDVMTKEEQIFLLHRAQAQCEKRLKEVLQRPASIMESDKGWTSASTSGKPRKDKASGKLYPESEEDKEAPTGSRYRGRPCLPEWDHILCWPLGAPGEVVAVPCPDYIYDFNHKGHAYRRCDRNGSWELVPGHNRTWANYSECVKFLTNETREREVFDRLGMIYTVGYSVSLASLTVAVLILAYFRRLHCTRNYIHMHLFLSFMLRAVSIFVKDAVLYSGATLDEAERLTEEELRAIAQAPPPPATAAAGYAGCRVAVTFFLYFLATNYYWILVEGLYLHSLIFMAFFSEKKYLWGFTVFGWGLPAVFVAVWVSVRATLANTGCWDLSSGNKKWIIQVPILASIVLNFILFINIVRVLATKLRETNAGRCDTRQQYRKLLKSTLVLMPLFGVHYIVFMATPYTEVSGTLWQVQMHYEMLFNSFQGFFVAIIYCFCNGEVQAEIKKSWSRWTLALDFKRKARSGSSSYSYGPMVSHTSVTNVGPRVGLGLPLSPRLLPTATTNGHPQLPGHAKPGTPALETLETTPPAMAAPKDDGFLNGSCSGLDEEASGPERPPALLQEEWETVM
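HEK-293-derived GP2 cells expressing PTHR1 and a GloSensor cAMP reporter, 3,000/well, plated overnight, given luciferin plus IBMX (each 0.5 mM as added) for 1 h at 37 °C, then compound for 1 h at 37 °C. Luminescence was read after 15 min at room temperature.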
EPAC2 ag: agonists of human EPAC2 (RAPGEF4) | Potency, µM (series often up to 154 µM), inactives show top-dose activation, hits mostly activators | EPAC2 activation, biochemical qHTS; response scale: 100% = 6.5 mM cAMP response | 0.079% of 360,000 active | Q8WZA2; also: potency is read from the fitted curve at half-maximal effect; nearly all actives have a fitted effect of over 50% in size
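Compounds were titrated in qHTS against a Rap1B-BODIPY-GDP (250 nM) complex with EPAC2 (100 nM) and GDP (50 uM). BODIPY-GDP release tracked at 480/540 nm over 30 min at room temperature, normalized to 6.5 mM cAMP.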
CCT modulator: modulators of cytosolic chaperonin (CCT/TRiC) activity; purified chaperonin ATPase assay, HTRF ADP detection, 30 min; 0.3% of 360,000 active; activity change, % (test concentration not listed), hits read low; in the data active = activity change below about -30%; also: % is scaled to controls: 0 for no effect and ±100 for the full control effect
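Enzyme 40 or 20 nM (batch-dependent) in Tris pH 7.4/KCl/MgCl2/DTT; cpd 76 uM single point; ATP 10 uM; 30 min 37 °C; Transcreener ADP HTRF detection, 30 min RT; ratio 665/615.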
DRD3 antagonist: blocks the human D3 dopamine receptor; max response, negative = inhibition, %; P35462; 2.5% of 360,000 active; D3R cells, DiscoveRx beta-arrestin luminescence, antagonist mode; active compounds read low; in the data active = max response below about -50%; inconclusive = no clear call, values can overlap the other calls; also: % is scaled to controls: 0 for no effect and ±100 for the full control effect; mostly tested at two doses, the higher about 12 µM
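Cells expressing the human receptor were seeded at 1500 cells/well, incubated overnight at 37 degrees C in 5% CO2, then exposed to library compounds with dopamine controls for 90 minutes at 37 degrees C before luminescent detection.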
EPAC2 antag: blocks human EPAC2 exchange factor; Q8WZA2; EPAC2 GEF exchange of Rap1B-BODIPY-GDP, fluorescence; Potency, µM (highest dose often 114 µM), inactives show at the top dose activity, negative = inhibition, actives largely listed as inhibitors; 0.18% of 360,000 active; AID 720708; also: potency is read from the fitted curve at half-maximal effect; % is scaled to controls: 0 for no effect and ±100 for the full control effect; nearly all actives have a fitted effect of over 45% in size; many of its hits are not listed in these tables
Mm-Cpn inhibitor: blocks the Methanococcus maripaludis chaperonin Mm-Cpn | purified Mm-Cpn ATPase, ADP Transcreener TR-FRET | Potency, µM (titrated, usually from 76.9 µM), for inactives: at the top dose activity, negative = inhibition, hits mostly inhibitors | 0.031% of 330,000 active | AID 504842; also: potency is read from the fitted curve at half-maximal effect; % is scaled to controls: 0 for no effect and ±100 for the full control effect; nearly all actives have a fitted effect of over 80% in size
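ATPase read-out: TR-FRET ADP immunoassay (anti-ADP Eu cryptate vs ADP-d2), ex 320 nm, em 590/665 nm; signal drops as ADP forms. Enzyme 25 nM, ATP 10 uM, 30 min at 37°C after 10 min compound preincubation.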
Akt phos inh: inhibitors of Akt phosphorylation | 0.32% of 360,000 active | AID 651550 | activity change, % for hits at 50 µM | Neuro2A IGF-stimulated pAkt S473 HTRF, 20 min; active compounds read low; in the data active = activity change below about -80%; inconclusive = mostly about -51% to -80%; also: % is scaled to controls: 0 for no effect and ±100 for the full control effect
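Neuro2A cells in DMEM with 0.5% FBS, overnight at 37 deg C, given compound at single 50 µM final, then IGF (6 nM final) for 20 min at 37 deg C. Lysed; phospho-Akt Ser473 by HTRF after 24 h, 665/615 ratio.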
The depositor's hits bear a star; i = inactive; u = inconclusive; x = not tested or not shown; & = joins results of further samples; [ ] = another dose, or the depositor's remark. Unless noted, calls follow the shape of the dose curve; as a rule, active = well fitted curve in the direction sought with a large enough effect; inconclusive = small, poorly fitted or top-dose-only effect, or another doubt; inactive = no such curve, though single readings can be large; an effect the other way counts as inactive or inconclusive. These rows are one share of the data, so the mix of outcomes need not match the whole.

Molecule,D3 ag,PTHR1 ag,EPAC2 ag,CCT modulator,DRD3 antagonist,EPAC2 antag,Mm-Cpn inhibitor,Akt phos inh
COC(=O)C1=C(C(=O)OC)[C@@H]2N(C)c3ccc(OC)cc3[C@@]23C[C@@H](C(=O)OC)N(C(=O)C2CCC2)C3=N1,0,i,17%,-4.7,-5,5%,0%,i
Cc1ccc2nc(-c3ccc(S(=O)(=O)N4CCCCC4)cc3)cn2c1,-2,i,4%,-2.2,-9,-5%,-1%,i
O=S(=O)(Nc1nc2ccccc2nc1N1CCN(c2ccccn2)CC1)c1ccc(Cl)cc1,1,i,14%,0.1,4,-24%,1%,i
COc1ccc(OC)c(CCNC(=O)c2ccc(CS(=O)Cc3cccc(Cl)c3)o2)c1 (stereo not drawn),9&-6,-45%&-5%[inhibitor],-8%,-0.7,-1,-18%,2%,i
O=C(CSc1ccccc1)NC1CCCCCC1,9,i,5%,-1.6,4,-6%,2%,i
O=C(O)Cc1ccc(NC(=O)c2cnccn2)cc1,13,i,5%,-2.5,24,6%,-3%,i
COc1cc(C(=O)Nc2cccc(S(=O)(=O)NCc3ccco3)c2)cc(OC)c1OC,3,i,8%,-0.8,2,-7%,0%,i
Cc1cc(C)cc(OCC(=O)NCCN2CCOCC2)c1,-1,i,-1%[15.6 µM],-2.5,-22,3%,0%,x
Cc1cccc(Cn2c(N3CCN(CCO)CC3)nc3c2c(=O)[nH]c(=O)n3C)c1,-4,i,4%,-0.4,-8,-3%,1%,i
O=C(COc1ccc(Br)cc1)Nc1nnc(C2CC2)s1,1,i,14%,-0.6,-15,0%,-2%,i
CCC(Sc1nc(N)c(NC(=O)c2ccc(OC)cc2)c(=O)[nH]1)C(=O)O (stereo not drawn),-3,i,15%,1.7,3,7%,0%,i
Cn1c(=O)c2c(nc(OCCc3ccccc3)n2C)n(C)c1=O,5,i,0%,1.5,15,-2%,2%,i

Of the compounds above, these contain an NH in an aromatic ring:
Molecule,D3 ag,PTHR1 ag,EPAC2 ag,CCT modulator,DRD3 antagonist,EPAC2 antag,Mm-Cpn inhibitor,Akt phos inh
Cc1cccc(Cn2c(N3CCN(CCO)CC3)nc3c2c(=O)[nH]c(=O)n3C)c1,-4,i,4%,-0.4,-8,-3%,1%,i
CCC(Sc1nc(N)c(NC(=O)c2ccc(OC)cc2)c(=O)[nH]1)C(=O)O (stereo not drawn),-3,i,15%,1.7,3,7%,0%,i

Remaining list, next part
Molecule,D3 ag,PTHR1 ag,EPAC2 ag,CCT modulator,DRD3 antagonist,EPAC2 antag,Mm-Cpn inhibitor,Akt phos inh
O=C(NCc1ccccc1F)c1cccs1,6,i,13%,-37*,17,0%,0%,i
Cc1ccc(S(=O)(=O)N2CCOCC2)cc1C(=O)N(Cc1nnc(-c2ccccc2Cl)o1)C1CC1,2,-42%[inhibitor],3%,-1.3,9,-1%,0%,i
COC(=O)[C@]12CCCCC=C1N(Cc1ccc(Cl)cc1Cl)C(=O)[C@H](CC(=O)N1CCN(C(=O)c3ccco3)CC1)C2,3,-27%,17%,0.0,3,-20%,x,i
COc1ccc(C2CCCN2C(=O)c2cccs2)cc1 (stereo not drawn),1,i,4%,-0.7,9,-2%,1%,i
COc1ccc(-n2nc(C(=O)NCC(=O)Nc3cc(C)ccc3OC)c3ccccc3c2=O)c(OC)c1,1,i,3%,-2.4,2,-4%,0%,i
NNC(=O)CCn1nnc2ccccc21,10,-24%,2%,-0.4,8,1%,-7%,i
NC(c1csc(NC(=O)Nc2ccccc2Cl)n1)C1CCCCC1 (stereo not drawn),58*,7%,6%,-2.1,-28,8%,x,i
O=C(CCCCCn1c(=S)[nH]c2ccsc2c1=O)NC1CCCCC1,-6,-67%[inhibitor],7%,-31*,-10,7%,-5%,x
Cc1nc2nc(C)c(CCC(=O)NCc3ccc4c(c3)OCO4)c(C)n2n1,9,-5%[57.5 µM],-2%,2.4,18,7%,0%,i
COC(=O)CSc1nnc(C)c(=O)[nH]1,0,i,4%,-1.7,16,11%,0%,i
COc1ccccc1Nc1nc(N)nc(CSC(=S)N2CCN(c3ccccc3)CC2)n1,2,i,13%,-1.4,-8,9%,-2%,i
CCOC(=O)c1cnc2ccc(OCC)cc2c1N1CCN(c2ccccc2OC)CC1,34*,i,-5%,-0.2,69,-8%,-4%,i

Complete entries, looked up by structure.
Listed for COC(=O)[C@]12CCCCC=C1N(Cc1ccc(Cl)cc1Cl)C(=O)[C@H](CC(=O)N1CCN(C(=O)c3ccco3)CC1)C2 : D3 ag: 3; PTHR1 ag: -27%; EPAC2 ag: 17%; CCT modulator: 0.0; DRD3 antagonist: 3; EPAC2 antag: -20%; Mm-Cpn inhibitor: x; Akt phos inh: i
Listed for O=C(NCc1ccccc1F)c1cccs1 : D3 ag: 6; PTHR1 ag: i; EPAC2 ag: 13%; CCT modulator: -37*; DRD3 antagonist: 17; EPAC2 antag: 0%; Mm-Cpn inhibitor: 0%; Akt phos inh: i

(continued)
Molecule,D3 ag,PTHR1 ag,EPAC2 ag,CCT modulator,DRD3 antagonist,EPAC2 antag,Mm-Cpn inhibitor,Akt phos inh
N#Cc1c(NC(=O)C2C3C=CC(C3)C2C(=O)O)sc2c1CCCCC2 (stereo not drawn),5,i,4%,-0.7,6,1%,3%,i
CCN(CC(=O)Nc1c(F)cccc1F)C(=O)c1cnccn1,-2,0%,1%,-1.8,17,12%,1%,i
O=C(NCc1ccc(F)cc1)C(c1ccncc1)N(C(=O)c1csnn1)C1CC1 (stereo not drawn),-4,-43%[inhibitor],3%,-0.8,3,-1%,0%,i
Cc1cccc(C)c1NC(=O)CN1CCN(C(=O)C2CCC2)CC1,9,i,7%,-0.8,-1,3%,-1%,i
Cc1[nH]c(=O)[nH]c(=O)c1NS(=O)(=O)c1ccccc1,0,i,5%,0.0,7,9%,0%,i
CCC(=O)N1CCc2cc(OC)c(OC)cc2C1COc1ccc(OC)cc1 (stereo not drawn),-1,i,7%,1.8,0,-12%,2%,i
CCOc1ccc2[nH]c(=O)c(CN(Cc3ccccc3OC)C(=O)c3ccccc3)cc2c1,-6,i,-3%,-1.0,21,-3%,-1%,i
Cc1cccc(N2C(=O)C3C4C=CC(C5CC45)C3C2=O)n1 (stereo not drawn),-2,15%,9%,-1.1,u,2%,2%,i
Cc1cc(C)c[n+](-c2[nH]c(=O)sc2/C=N/N=C(\N)[S-])c1,-2,-22%,17%,-1.2,-5,3%,-1%,i
O=C(NN=C1CCCC1)c1ccc([N+](=O)[O-])cc1,-3,i,2%,2.3,8,-6%,0%,i
CCC(=O)Nc1cccc(NC(=O)c2ccc(C)cc2Cl)c1,-2,i,0%,-1.9,2,12%,-1%,i
CCN(CC)C(=O)CSC1=N/C(=C/c2ccco2)C(=O)N1c1ccc(OC)c(Cl)c1,6,-18%,9%,-3.4,-7,2%,0%,i
O=C(NCCOc1ccccc1Cl)c1ncn[nH]1,3,i,6%,0.0,4,17%,-1%,i
Cc1ccc(C)c(C(C)NC(=O)C2CCCO2)c1 (stereo not drawn),5,i,3%,1.2,4,5%,1%,i
CCc1nnc(NC(=O)C2COc3ccccc3O2)s1 (stereo not drawn),-1,-17%,1%,-2.4,11,3%,1%,i
COc1ccc(C)cc1NC(=O)CN1CCCC1c1ccc2c(c1)OCCCO2 (stereo not drawn),-5,-10%,9%,-4.6,10,-5%,-3%,i
Cc1cc(C)n(CCc2nc(-c3ccc(-c4ccccc4)cc3)cs2)n1,9,-31%[inhibitor],6%,2.1,32,-17%,-24%,i
O=C1c2ccccc2NC2(CCCC2)N1NS(=O)(=O)c1ccccc1,10,i,8%,-0.1,2,-14%,0%,i
COc1ccc(N2CCN(C(=O)CNC(=O)c3cccs3)CC2)cc1,-4,-19%,6%,-1.6,-23,-6%,-6%,i
CCCc1nnc(SCC(=O)Nc2ccccc2F)o1,-3,-16%,4%,-1.8,-15,-5%,-3%,i
O=C(COC(=O)c1ccc[nH]c1=O)NC1CCCCCC1,-5,-33%,3%,-0.5,-22,-7%,-1%,i
CCOc1ccccc1OCCCC(=O)N(CC)CC(=O)Nc1c(F)cccc1F,11,-13%,-1%,-2.5,3,13%,0%,i
Cc1ccc(C(=O)O)cc1NC(=S)NC(=O)c1ccc([N+](=O)[O-])c(C)c1,-27,-17%,6%,-1.0,u,1%,2%,i
Cc1cc(NC(=O)CSc2nc3[nH]c(=O)cc(O)c3s2)ccc1Br,-5,6%,-6%,-0.1,16,1%,-7%,i
